Screens as filed in PubChem BioAssay.
EPAC1 antagonist: antagonists of human EPAC1; EPAC1 GEF assay, Rap1b-BODIPY-GDP exchange fluorescence; AID 720709; Potency, µM (doses to about 115 µM), for inactives: at the top dose activity change, negative = inhibition, usual class: inhibitors; 360,000 compounds, 0.14% hits;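 also: plate controls were vehicle for no effect and positive control for full effect; nearly all actives have a fitted effect of over 50% in size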
Target sequence (O95398 whole entry, looked up): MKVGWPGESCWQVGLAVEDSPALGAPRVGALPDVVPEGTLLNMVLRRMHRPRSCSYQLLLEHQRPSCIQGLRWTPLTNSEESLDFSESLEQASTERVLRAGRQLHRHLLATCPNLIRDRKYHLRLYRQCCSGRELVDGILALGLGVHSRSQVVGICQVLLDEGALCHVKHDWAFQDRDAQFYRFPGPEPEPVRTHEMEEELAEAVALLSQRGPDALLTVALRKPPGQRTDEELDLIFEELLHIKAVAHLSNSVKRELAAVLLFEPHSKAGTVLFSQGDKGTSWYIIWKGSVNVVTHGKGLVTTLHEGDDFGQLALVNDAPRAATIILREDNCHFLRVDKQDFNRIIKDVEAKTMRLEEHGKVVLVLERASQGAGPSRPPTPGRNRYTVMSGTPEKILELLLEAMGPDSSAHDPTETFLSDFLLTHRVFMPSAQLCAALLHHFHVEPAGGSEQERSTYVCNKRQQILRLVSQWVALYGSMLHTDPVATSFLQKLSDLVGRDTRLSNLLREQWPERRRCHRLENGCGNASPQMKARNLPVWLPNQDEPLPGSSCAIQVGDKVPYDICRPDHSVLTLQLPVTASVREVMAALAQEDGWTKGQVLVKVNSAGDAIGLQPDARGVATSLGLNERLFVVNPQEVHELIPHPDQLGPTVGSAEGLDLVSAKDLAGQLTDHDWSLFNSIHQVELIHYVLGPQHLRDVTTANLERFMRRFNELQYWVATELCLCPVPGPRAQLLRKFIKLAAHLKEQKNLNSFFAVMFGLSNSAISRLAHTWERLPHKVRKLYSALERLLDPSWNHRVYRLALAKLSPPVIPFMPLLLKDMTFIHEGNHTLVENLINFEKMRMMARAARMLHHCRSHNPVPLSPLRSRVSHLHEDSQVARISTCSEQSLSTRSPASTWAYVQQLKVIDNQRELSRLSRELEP
EPAC1 agonist: agonists of human EPAC1. Potency, µM (series often up to 154 µM), for the others: at the highest dose activation, actives largely listed as activators. EPAC1 agonist qHTS, biochemical assay; response scale: 100% = response to 6.5 mM cAMP. 360,000 compounds, 0.073% hits. O95398; also: nearly all actives have a fitted effect of over 60% in size
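Multi-concentration qHTS readout: loss of Rap1B-bound BODIPY-GDP fluorescence driven by 100 nM EPAC1 with excess GDP (50 uM), monitored kinetically at room temperature; agonist response expressed relative to 6.5 mM cAMP.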
aSyn rescue: rescues yeast growth from alpha-synuclein toxicity. Yeast expressing alpha-synuclein, growth rescue, BacTiter-Glo, 24 h. 370,000 compounds, 0.14% hits. Potency, µM (titrated, usually from 46.1 µM), inactives show top-dose growth rescue (activation), most hits filed as activators; also: % of control where 0% means no effect; nearly all actives have a fitted effect of over 65% in size
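Galactose-induced alpha-syn yeast (OD600=0.02, raffinose-pregrown) + pinned cpd, 24 hr, 30 deg C; growth by BacTiter-Glo luminescence. Growth restoration scores as activation.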
TDP-43 yeast inh: rescues yeast growth from TDP-43 toxicity; TDP-43 expressing yeast growth rescue, BacTiter-Glo, 24 h; AID 652104; 410,000 compounds, 1.8% hits; Potency, µM (top dose mostly 46.1 µM), for inactives: at the top dose growth rescue (activation), hits mostly activators; also: % of control where 0% means no effect; nearly all actives have a fitted effect of over 50% in size
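Readout is BacTiter-Glo luminescence of cell growth, so inhibitors register as activators. TDP-43-expressing yeast at OD600=0.02 in galactose medium, after raffinose pregrowth to mid-log, were incubated with compound for 24 hr at 30 deg C.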
PTHR1 agonist: PTHR1 (human) receptor agonism. Q03431. HEK293 GP2 PTHR1 cells, GloSensor cAMP luminescence, 1 h. Potency, µM (top dose mostly 115 µM), for the others: top-dose activation, actives largely listed as activators. 410,000 compounds, 0.075% hits; also: nearly all actives have a fitted effect of over 55% in size; some results filed as inactive show a strong effect at the top dose; inactives centre near -15; many of its hits are not listed in these tables
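HEK-293-derived GP2 cells expressing PTHR1 and a GloSensor cAMP reporter, 3,000/well, plated overnight, given luciferin plus IBMX (each 0.5 mM as added) for 1 h at 37 °C, then compound for 1 h at 37 °C. Luminescence was read after 15 min at room temperature.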
EPAC2 antagonist: EPAC2 (human) antagonism | Potency, µM (doses to about 114 µM), for inactives: at the top dose activity, negative = inhibition, usual class: inhibitors | Q8WZA2 | 360,000 compounds, 0.18% hits | EPAC2 GEF exchange of Rap1B-BODIPY-GDP, fluorescence; also: % is scaled to controls: 0 for no effect and ±100 for the full control effect; nearly all actives have a fitted effect of over 45% in size; many of its hits are not listed in these tables
EPAC2 agonist: activates human EPAC2 exchange factor; Q8WZA2; EPAC2 activation, biochemical qHTS; response scale: 100% = 6.5 mM cAMP response; Potency, µM (top dose mostly 154 µM), for inactives: at the highest dose activation, usual class: activators; 360,000 compounds, 0.079% hits; AID 720711; also: nearly all actives have a fitted effect of over 50% in size
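EPAC2 (100 nM) mixed with Rap1B loaded with BODIPY-GDP (250 nM) plus 50 uM unlabeled GDP; compounds pinned in, 5 min RT, then read every 5 min for 30 min (ex 480, em 540 nm). Normalized to cAMP control.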
FUS yeast rescue: suppressors of FUS proteinopathy in yeast; S. cerevisiae FUS-expressing, growth rescue, OD600, 24 h; Potency, µM (highest dose often 76.6 µM), for inactives: top-dose growth rescue (activation), usual class: activators; 390,000 compounds, 0.24% hits; AID 1347120;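 also: plate controls were DMSO vehicle for no effect and reference control for full effect; nearly all actives have a fitted effect of over 55% in size; some results filed as inactive show a strong effect at the top dose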
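S. cerevisiae expressing FUS from galactose induction served as the toxicity model. Growth after 24hr at 30C, read as absorbance at 600 nm, indicates suppression of toxicity; compounds dosed at several concentrations.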
* marks the source's active call; other numbers are inactive results; i = inactive; ? = inconclusive; . = no result given; & = joins results of further samples; [ ] = dose if it differs, or a comment. Calls follow the shape of the dose curve; as a rule, active = well fitted curve in the direction sought with a large enough effect; inconclusive = small, poorly fitted or top-dose-only effect, or another doubt; inactive = no such curve, though single readings can be large; an effect the other way counts as inactive or inconclusive. Potency is read from the fitted curve at half-maximal effect.

SMILES	EPAC1 antagonist	EPAC1 agonist	aSyn rescue	TDP-43 yeast inh	PTHR1 agonist	EPAC2 antagonist	EPAC2 agonist	FUS yeast rescue
O=c1[nH]c(=S)n(C2CC2)c(O)c1C=Nc1ccc2c(c1)OCO2	15%	5%	-4%	-3%	-6%	9%	9%	7%
O=C1OCCC1NC1=NCCC1 (configuration not stated)	-4%	-4%	1%	-3%	-8%[57.5 µM]	0%	12%	-6%
Cc1[nH]c2c(C(F)(F)F)cccc2c1CCN	-3%	0%	4%	16%	i	-14%	-5%	-17%
CC1=C[C@@H]2c3cccc4[nH]cc(c34)C[C@H]2N(C)C1	-2%	18%	1%	3%	i	20%	4%	16%
CCCCCCC(C)(C)c1ccc([C@@H]2C[C@H](O)CC[C@H]2CCCO)c(O)c1	-26%	-22%	-34%&0%&-50%[inhibitor]	?	i	18%	7%	?
C[N+]12CCC(CC1)C(C#N)(N1CCOCC1)C2 (configuration not stated)	0%	2%	1%	-14%	i	-8%	-3%	6%
Cn1cc(C=C(C#N)C#N)c2ccccc21	24%	3%	-8%	28%	-6%	21%	18%	-7%
Cc1cc(=O)oc2c(C)c(OC3CCCCC3=O)ccc12 (configuration not stated)	4%	8%	6%	?	i	1%	3%	28%
CCOc1ccc(N2C(=O)NC(=O)/C(=C\c3ccc(N4CCCCC4)o3)C2=O)cc1	6%	3%	4%	4%	i	-1%	13%	.
COc1cc(/C=C2\C(=O)NC(=O)N(c3ccccc3)C2=O)cc(OC)c1OC	7%	6%	0%	-5%	-10%[57.5 µM]	-6%	-18%	8%
CCOC(=O)c1[nH]c(C)c(C(=O)N2CCC3(CC2)OCCO3)c1C	7%	8%	-6%	-19%	i	2%	11%	-6%
CC12CN3CC(C)(CN(C1)C3c1cccs1)C2 (configuration not stated)	14%	11%	-3%	-20%	i	5%	5%	8%
Cc1cc(OCCCC(=O)NCc2cccs2)ccc1Cl	-7%	5%	12%	?	-20%	-12%	5%	9%
O=c1[nH]c(=S)n(-c2cccc(Cl)c2)c(O)c1C=NCCN1CCNCC1	-5%	2%	3%	-5%	i	8%	-2%	13%
COC(=O)C(O)(c1ccc(N=Cc2ccccc2O)c(C)c1)C(F)(F)F (configuration not stated)	-9%	-11%	13%	3%	i	5%	0%	4%
O=C(NC1CCCCC1)[C@@H]1CC=C[C@@H]2CCN(Cc3ccccc3)C(=O)[C@@H]21	-1%	-1%	-5%	1%	-24%	1%	4%	-5%
COc1cc(Br)c(CNCCc2ccc3c(c2)OCO3)cc1OC	6%	19%	2%	2%	i	9%	13%	-8%
CC12CN3C(O)C(C)(C1)CC(C)(C2)C3O (configuration not stated)	-4%	6%	0%	-14%	-22%[57.5 µM]	6%	5%	10%
O=C(C[N+]12CCC(CC1)C(CO)C2)c1ccc(Br)cc1 (configuration not stated)	-7%	-3%	7%	-13%	i	0%	6%	9%
Cn1c(O)c(C(=N)COc2ccccc2)c(=O)n(C)c1=O	5%	3%	1%	1%	i	9%	-6%	3%
Cc1ccc(NC2=NCCCS2)cc1Cl	-27%	1%	3%	5%	i	-1%	-7%	1%
CN(C)C(=O)Oc1ccnc2cc(Cl)ccc12	-6%	3%	10%	?	i	6%	4%	-5%
CC(C)n1c(/C=C/[C@@H](O)C[C@@H](O)CC(=O)O)c(-c2ccc(F)cc2)c2ccccc21	1%	-21%	7%	21%	-23%	3%	1%	23%
CCOC(=O)c1cnc(N2CC2)nc1N	13%	9%	0%	5%	-18%	7%	6%	-10%
C=C[C@H](Cc1ccccc1)N(Cc1ccccc1)S(=O)(=O)N(Cc1ccccc1)[C@H](C=C)Cc1ccccc1	-14%	-8%	1%	14%	-61%[inhibitor]	15%	-3%	-31%

An excerpt from above in order of length of the SMILES, rising.
SMILES	EPAC1 antagonist	EPAC1 agonist	aSyn rescue	TDP-43 yeast inh	PTHR1 agonist	EPAC2 antagonist	EPAC2 agonist	FUS yeast rescue
Cn1cc(C=C(C#N)C#N)c2ccccc21	24%	3%	-8%	28%	-6%	21%	18%	-7%
CN(C)C(=O)Oc1ccnc2cc(Cl)ccc12	-6%	3%	10%	?	i	6%	4%	-5%
Cc1cc(OCCCC(=O)NCc2cccs2)ccc1Cl	-7%	5%	12%	?	-20%	-12%	5%	9%
Cn1c(O)c(C(=N)COc2ccccc2)c(=O)n(C)c1=O	5%	3%	1%	1%	i	9%	-6%	3%
CC(C)n1c(/C=C/[C@@H](O)C[C@@H](O)CC(=O)O)c(-c2ccc(F)cc2)c2ccccc21	1%	-21%	7%	21%	-23%	3%	1%	23%

Reprinted from above for reference:
SMILES	EPAC1 antagonist	EPAC1 agonist	aSyn rescue	TDP-43 yeast inh	PTHR1 agonist	EPAC2 antagonist	EPAC2 agonist	FUS yeast rescue
C[N+]12CCC(CC1)C(C#N)(N1CCOCC1)C2 (configuration not stated)	0%	2%	1%	-14%	i	-8%	-3%	6%
Cn1cc(C=C(C#N)C#N)c2ccccc21	24%	3%	-8%	28%	-6%	21%	18%	-7%

Carrying on.
SMILES	EPAC1 antagonist	EPAC1 agonist	aSyn rescue	TDP-43 yeast inh	PTHR1 agonist	EPAC2 antagonist	EPAC2 agonist	FUS yeast rescue
CCCOC(=O)COc1cc(C)cc2oc(=O)c3c(c12)CCC3	4%	-7%	3%	-8%	i	8%	3%	10%
FC(F)(F)c1ccccc1CN1CCN(Cc2ccccc2)CC1	2%	9%	6%	-10%	i	-4%	17%	1%
CN(C)C(=O)Oc1cccc(-c2cn3cc(Cl)ccc3n2)c1	-4%	-3%	-6%	4%	i	5%	-3%	.
O=c1[nH]c(O)c(C=Nc2cc(F)cc(F)c2)c(=O)[nH]1	-2%	8%	0%	16%	i	0%	5%	-15%
O=C(OCC(=O)c1ccc([N+](=O)[O-])cc1)/C(=C\c1ccc(Cl)cc1)NC(=O)c1ccccc1	-24%	9%	-7%	-11%	?	-7%	9%	10%
CCN1C(=O)C(=C2C=C(C)OC(C)=C2)C(=O)N(CC)C1=S	8%	8%	7%	26%	-16%	2%	8%	14%
CCN(CC)C(=O)c1ccc(NC(=O)CSc2nnnn2-c2cc(OC)ccc2OC)cc1	-3%	7%	-2%	-29%	7%[57.5 µM]	-2%	8%	?
CC(C)Oc1cccc(C(=O)C2CCCN(C3CCOCC3)C2)c1 (configuration not stated)	-8%	-9%	-1%	-12%[0.397 µM]	i	2%	2%	7%
CC(C)NC(C)C(=O)C12CC3CC(CC(C3)C1)C2 (configuration not stated)	1%	3%	-3%	-1%	-19%[57.5 µM]	-1%	-2%	-20%
Cn1c(O)c(/C=N/N2CCOCC2)c(=O)n(C)c1=S	-7%	8%	-1%	4%	-2%	0%	3%	-2%
CSc1ncc(Cl)c(C(=O)O)n1	9%	3%	0%	-6%	-4%[57.5 µM]	2%	-1%	-19%
COc1ccc(C(=O)C2CCCN(Cc3cnc(C)s3)C2)c(OC)c1 (configuration not stated)	?	-5%	14%	-22%	-29%	0%	6%	19%
O=C1CC=C2C3CC4N(CCC45c4ccccc4N1C25)CC3=CCO (configuration not stated)	1%	-4%	0%	15%	i	3%	-4%	.
CC1(C)OC(c2ccccc2)=C/C(=C/C=C2C(=O)NC(=S)NC2=O)O1	77%[activator]	.	-15%	-36%[inhibitor]	-23%	?	-42%[inhibitor]	17%
O=C1c2ccccc2C(=O)N1Cc1nc2ccccc2c(=O)n1-c1ccccn1	24%	-1%	5%	-8%	i	5%	-7%	28%
O=C(Nc1cccc(Cl)c1)OCC#CCN1CCCC1	4%	-7%	10%	?	-3%	7%	5%	.
O=C1NC(=O)N(Cc2ccc(F)cc2)C(=O)/C1=C\c1ccc(N2CCCC2)cc1	-21%	6%	-13%	5%	i	6%	10%	18%
CC(=O)OC1N=C(c2ccccc2)c2cc(Br)ccc2NC1=O (configuration not stated)	-15%	5%	2%	8%	i	-6%	9%	-3%
CCc1ccc(CN2CCN(C(=O)Cc3ccccc3)CC2)cc1	-17%	3%	-8%	-8%	-22%	-3%	6%	0%
Cc1ccc(C2=NCC(=O)N(CC(=O)N3CCCCC3)c3sc(C)c(C)c32)cc1	5%	-10%	-3%	14%	-8%	8%	-7%	12%
Cc1cc(OCC(=O)N2CCC(C(=O)O)(c3ccccc3)CC2)c2c(C)c(C)c(=O)oc2c1	2%	-17%	-3%	-1%	-8%	2%	4%	?
COC(=O)C1=C(c2ccc(S(C)(=O)=O)cc2)C[C@@H]2CC[C@H]1N2C(=O)NC1CC1	-2%	5%	1%	24%	7%	11%	3%	-16%
c1ccc(NC2=NCCS2)cc1	?	11%	2%	-9%	i	5%	2%	-2%
C=CCN(c1ccc(C(=O)N(CC)CC)cc1)S(C)(=O)=O	13%	1%	-6%	-7%	15%	12%	2%	4%
CCN(CC)CCN=Cc1c(O)n(CCC2=CCCCC2)c(=O)[nH]c1=O	8%	6%	-6%	-17%	-7%[57.5 µM]	-3%	-5%	3%

Next part.
SMILES	EPAC1 antagonist	EPAC1 agonist	aSyn rescue	TDP-43 yeast inh	PTHR1 agonist	EPAC2 antagonist	EPAC2 agonist	FUS yeast rescue
Nc1ccc([As](=O)(O)O)cc1	-4%	-24%	7%	7%	-23%	4%	6%	-14%
O=C(NC(=O)c1c(F)cccc1F)Nc1cc(Cl)c(F)c(Cl)c1F	10%	7%	-1%	-4%	i	-6%	8%	-13%
O=[N+]([O-])c1cc2c(cc1CNCCc1ccc3c(c1)OCO3)OCO2	5%	2%	-8%	6%	i	-11%	6%	6%
Cc1nc2ccccc2c(=O)n1-c1cc(F)ccc1F	4%	8%	4%	0%	i	3%	11%	-17%
CN(C)C(=O)Oc1ccc2ccccc2c1Cl	2%	-8%	0%	?	-6%[57.5 µM]	2%	2%	-1%
CCCCCn1c(=O)c(C(=O)Nc2ccccc2S(N)(=O)=O)c(O)c2ccccc21	-17%	7%	-4%	-13%[9.22 µM]	-89%[inhibitor]	-17%	0%	9%
Oc1cccc(/C=N/NP(=S)(c2ccccc2)c2ccccc2)c1	-14%	27%	10%	2%	i	-13%	30%	42%
O=c1[nH]c(=O)n(C2CCCCCC2)c(O)c1C=NCc1cccnc1	-10%	1%	-2%	-9%	-16%	10%	19%	9%
O=C(Cc1ccccc1)N1CCN(CC2CC3C=CC2C3)CC1 (configuration not stated)	9%	-4%	0%	-8%	i	7%	11%	8%
Cc1cccc(NC(N)=S)c1	6%	1%	14%	-14%	4%	15%	3%	-3%
CCOC(=O)c1cc(CC)sc1/N=C/C1C(=O)NC(=S)NC1=O	4%	-2%	12%	2%	i	201%[activator]	89µM*	19%
CC12CC[C@H]3[C@@H](CCC4(O)C[C@H](O)CCC34/C=N/NC(=O)c3ccccc3O)C1(O)CCC2C1=CC(=O)OC1 (some centres not stated)	-4%	-5%	1%	-17%	i	1%	5%	?

A portion of the library (hit frequency here may not be typical).
